Compound activity as filed in PubChem.
Redox H2O2 prof – compounds producing H2O2 with reducing agent – biochemical, NIH compound library profiling, artefact control for MLSCN library redox annotation, primary screen; DTT-dependent redox cycling H2O2, phenol red/HRP absorbance; 100% = 100 µM peroxide control, 0% = buffer; activation, % at 10 µM; 200,000 compounds, 0.03% hits; AID 878;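 active = activation of at least 50% relative to the plate's high and low controls in the primary single-dose screen; inactive = activation below 50%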;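 note: compound incubated with DTT at 0.8 mM final as the reducing agent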
TNAP inh hi DEA – TNAP (human) inhibition, high acceptor. P05186. purified TNAP, CDP-star luminescence, 1 M DEA. inhibition, % at 20 µM. 200,000 compounds, 0.03% hits. AID 1135;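 active = over 50% inhibition of tissue-nonspecific alkaline phosphatase at 20 µM in the single-dose screen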;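 note: plate controls were DMSO wells for no effect and EDTA-quenched wells as full inhibition for full effect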
Target sequence (P05186 whole entry, looked up): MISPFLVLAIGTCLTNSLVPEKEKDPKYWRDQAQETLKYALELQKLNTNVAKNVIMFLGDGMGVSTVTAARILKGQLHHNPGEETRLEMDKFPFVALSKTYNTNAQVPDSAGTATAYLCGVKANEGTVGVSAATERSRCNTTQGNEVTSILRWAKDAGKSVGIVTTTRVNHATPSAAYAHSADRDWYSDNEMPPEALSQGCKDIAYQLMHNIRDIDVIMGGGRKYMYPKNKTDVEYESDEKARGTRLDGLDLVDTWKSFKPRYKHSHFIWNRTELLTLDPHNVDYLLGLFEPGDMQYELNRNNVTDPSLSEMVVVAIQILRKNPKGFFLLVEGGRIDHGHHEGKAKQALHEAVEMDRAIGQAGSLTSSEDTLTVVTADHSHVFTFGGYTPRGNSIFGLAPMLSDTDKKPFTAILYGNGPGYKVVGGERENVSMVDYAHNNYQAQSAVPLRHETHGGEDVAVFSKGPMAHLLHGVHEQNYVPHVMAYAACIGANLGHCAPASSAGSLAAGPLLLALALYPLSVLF
TNAP inh noacc – blocks human TNAP activity with no phosphate acceptor present; inhibition, % at 20 µM; 200,000 compounds, 0.26% hits; purified TNAP, CDP-star luminescence, 30 min; P05186; AID 1012;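 active = tissue-nonspecific alkaline phosphatase inhibition above about 50% at 20 µM in the single-dose screen, limit read from the data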;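 note: 0% = DMSO negative control and 100% = EDTA positive control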
L major viab – reduces viability of Leishmania major promastigotes; resazurin fluorescence viability; inhibition, % at 10 µM; 200,000 compounds, 9% hits; AID 1063; in the data active = inhibition above about 50%;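 note: promastigotes grown with compound for 44 hours at 28 °C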
Efa HMGR inh – inhibitors of class II HMG-CoA reductase from Enterococcus faecalis; 190,000 compounds, 0.41% hits; inhibition, % at 10 µM; purified E. faecalis HMGR, NADPH absorbance 340 nm kinetic;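 active = inhibition above a set limit, the median over all tested compounds plus 3 SD, cut at about 9.5% in these data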;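 note: enzyme runs in reverse so mevalonate oxidation gives rising NADPH absorbance; 0% = complete reaction with DMSO and 100% = background rate lacking mevalonate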
PMI act hi M6P – activators of human phosphomannose isomerase at near-saturating mannose 6-phosphate. P34949. coupled PMI enzyme assay, resazurin fluorescence, 20 min; stronger effect = higher value; 1 = untreated enzyme, 0 = substrate-free blank. activation factor at 20 µM. 190,000 compounds, 0.34% hits;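 active = activation factor of 2 or more at 20 µM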
Target sequence (P34949 whole entry, looked up): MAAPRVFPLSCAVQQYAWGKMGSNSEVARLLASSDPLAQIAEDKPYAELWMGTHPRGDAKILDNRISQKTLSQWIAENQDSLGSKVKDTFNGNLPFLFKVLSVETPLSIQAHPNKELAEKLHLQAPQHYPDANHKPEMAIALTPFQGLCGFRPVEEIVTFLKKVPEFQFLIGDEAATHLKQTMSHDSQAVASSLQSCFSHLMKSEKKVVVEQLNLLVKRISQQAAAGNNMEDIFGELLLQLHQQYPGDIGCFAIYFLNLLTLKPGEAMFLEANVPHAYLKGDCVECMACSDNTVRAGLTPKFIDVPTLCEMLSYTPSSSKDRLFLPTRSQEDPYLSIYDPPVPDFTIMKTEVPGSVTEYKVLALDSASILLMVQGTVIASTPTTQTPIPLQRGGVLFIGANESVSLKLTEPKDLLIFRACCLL
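Test system: human phosphomannose isomerase with PGI, G6PDH, diaphorase coupling enzymes; amount: 15 ng/mL PMI; incubation: enzyme reaction with compound 20 min at room temperature; technique: resorufin fluorescence (Ex 544/Em 590 nm) from resazurin via diaphorase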
S1P3 antagonist – blocks the human S1P3 receptor | Q99500 | CHO S1P3 NFAT-BLA reporter, FRET fluorescence, antagonist mode | inhibition, % at 4.98 µM | 170,000 compounds, 0.27% hits | AID 485;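 active = inhibition above the plate cutoff, the mean inhibition of test wells on that plate plus 3 SD, cut at about 28% in these data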;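 note: cells challenged with S1P at its EC80 of 0.8 µM; blue over green emission ratio from cleaved BLA substrate after 4 h stimulation; 0% = S1P-stimulated wells and 100% = unstimulated DMSO-only wells; some compounds past the cut are filed as inactive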
RAM network inh – yeast RAM network inhibition; AID 868; 190,000 compounds, 1.8% hits; inhibition, % at 50 µM; S. cerevisiae dse1pr::URA3 reporter, 5-FOA growth OD615, 2 d; analog-sensitive cbk1-as2 kinase mutant strain;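 active = inhibition above a set limit, 3 SD over mean compound inhibition, cut at about 8.4% in these data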;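 note: 0% = DMSO-only wells with no growth and 100% = 10 µM 1-NA-PP1 full growth; inhibition rescues growth on 5-FOA so higher OD means more RAM inhibition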
Hsp70 activator – transcriptional activators of Hsp70; HeLa Hsp70 promoter luciferase reporter, luminescence; scaled: vehicle 0, proteasome-inhibitor control 100%; activation, % at 10 µM; 200,000 compounds, 0.04% hits; AID 1203;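 active = activation above the mean across all tested compounds plus 3 SD, cutoff set per campaign, cut at about 5.5% in these data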;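 note: 100% = MG132 at 30 µM as the positive control and 0% = DMSO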
PMI activator – increases human mannose-6-phosphate isomerase activity | purified human PMI, coupled resazurin fluorescence, 20 min; stronger effect = higher value; 1 = vehicle control, 0 substrate-free wells | P34949 | activation factor at 20 µM | 190,000 compounds, 0.005% hits;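 active = activation factor of 2 or more at 20 µM, relative to plate controls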
The depositor's hits bear a star.

Screening Cc1ccc(NC2=NC(c3ccc(O)cc3)n3c(nc(C)cc3=O)N2)cc1 (stereo unspecified) returned Redox H2O2 prof 3.4, TNAP inh hi DEA -6, TNAP inh noacc -7, L major viab -2, Efa HMGR inh 0, PMI act hi M6P 0.9, S1P3 antagonist -12, RAM network inh -0.9, Hsp70 activator 0.1 and PMI activator 0.9.
For Cc1ccc(C(C)n2cc(C(=O)NCc3ccncc3)nn2)cc1 (stereo unspecified) the results were Redox H2O2 prof 0.5, TNAP inh hi DEA -5, TNAP inh noacc -11, L major viab 1, Efa HMGR inh 1, PMI act hi M6P 1, RAM network inh 0.5, Hsp70 activator -0.2 and PMI activator 1.1.
COc1ccc(-c2nc(CSCC(=O)N3CCN(C(=O)c4ccco4)CC3)c(C)o2)cc1OC was read as Redox H2O2 prof 0.0, TNAP inh hi DEA -1, TNAP inh noacc -15, L major viab 3, Efa HMGR inh -2, PMI act hi M6P 0.9, S1P3 antagonist -8, RAM network inh 1.7, Hsp70 activator 0.1 and PMI activator 0.9.
`CC1=C(C(=O)OCc2ccccc2)C(c2ccccc2OC(F)F)NC(=O)N1` (stereo unspecified) gave Redox H2O2 prof 0.1, TNAP inh hi DEA -12, TNAP inh noacc -12, L major viab 0, Efa HMGR inh -2, PMI act hi M6P 1, S1P3 antagonist -27, RAM network inh 0.6, Hsp70 activator -0.1 and PMI activator 1.
`Cc1cc(C)nc(Oc2ccc([N+](=O)[O-])cc2)n1` gave Redox H2O2 prof -1.2, TNAP inh hi DEA -4, TNAP inh noacc -9, L major viab 12, Efa HMGR inh -8, PMI act hi M6P 1, S1P3 antagonist 4, RAM network inh 0.7, Hsp70 activator -0.4 and PMI activator 1.1.
Screening O=CN(Cc1ccco1)C1(C(=O)NC2CCCCC2)CCCCC1 returned Redox H2O2 prof -0.2, TNAP inh hi DEA -6, TNAP inh noacc -7, L major viab -1, Efa HMGR inh 0, PMI act hi M6P 1, S1P3 antagonist -14, RAM network inh 1.6, Hsp70 activator -0.1 and PMI activator 1.
Screening COc1ccc(S(=O)(=O)NCCSCc2cccc(C)c2)cc1Br returned Redox H2O2 prof -1.4, TNAP inh hi DEA -6, TNAP inh noacc -4, L major viab -2, Efa HMGR inh -1, PMI act hi M6P 0.9, RAM network inh 12*, Hsp70 activator -0.3 and PMI activator 0.9.
For COc1ccccc1CNc1ccccc1F the results were Redox H2O2 prof -0.4, TNAP inh hi DEA -10, TNAP inh noacc -13, L major viab -6, Efa HMGR inh -2, PMI act hi M6P 1, S1P3 antagonist 7, RAM network inh -0.4, Hsp70 activator -0.1 and PMI activator 1.
COc1nc(-c2ccc(Cl)cc2)ccc1-c1noc(-c2ccncc2)n1 was read as Redox H2O2 prof -3.7, L major viab 1, S1P3 antagonist -6 and Hsp70 activator 0.1.
Screening CSc1nnc(-c2sc3cc(C(F)(F)F)cnc3c2-c2ccccc2)n1C returned Redox H2O2 prof 0.3, TNAP inh hi DEA 0, TNAP inh noacc -1, L major viab 24, Efa HMGR inh -1, PMI act hi M6P 0.9, RAM network inh -0.3, Hsp70 activator 0.2 and PMI activator 0.9.
Screening OCCC1CN(Cc2ccon2)CCN1Cc1ccccc1 (stereo unspecified) returned Redox H2O2 prof -1.1, TNAP inh hi DEA -1, TNAP inh noacc -2, L major viab -8, Efa HMGR inh 4, PMI act hi M6P 0.9, S1P3 antagonist -9, RAM network inh -0.4, Hsp70 activator 0.1 and PMI activator 0.8.
For S=c1[nH]nc(Cc2ccc(Cl)cc2)n1-c1ccc2c(c1)OCCO2 the results were Redox H2O2 prof -1.6, TNAP inh hi DEA -4, TNAP inh noacc -16, L major viab 2, Efa HMGR inh -5, PMI act hi M6P 0.9, S1P3 antagonist -23, RAM network inh 0.1, Hsp70 activator -0.3 and PMI activator 1.
For CCC(CC)C(=O)NCCCCc1ccccc1 the results were Redox H2O2 prof 0.1, TNAP inh hi DEA -5, TNAP inh noacc -8, L major viab 1, Efa HMGR inh 2, PMI act hi M6P 1, S1P3 antagonist 3, RAM network inh 0.3, Hsp70 activator 0.1 and PMI activator 1.1.
Screening Cc1ccc(CSC2=Nc3sccc3C3=NC(=O)CN23)cc1 returned Redox H2O2 prof 2.9, TNAP inh hi DEA 4, TNAP inh noacc -1, L major viab 9, Efa HMGR inh 0, PMI act hi M6P 1, RAM network inh 0.9, Hsp70 activator -0.1 and PMI activator 0.9.
Screening COc1cccc(C(=O)N(Cc2nc(-c3cccc(C)c3)no2)C(C)C)c1OC returned Redox H2O2 prof 0.1, TNAP inh hi DEA -7, TNAP inh noacc -14, L major viab 25, Efa HMGR inh 1, PMI act hi M6P 1, S1P3 antagonist -7, RAM network inh 2.4, Hsp70 activator -0.2 and PMI activator 0.9.
Screening CN(C)c1cccc(C(=O)OCC(=O)NCC2CCCO2)c1 (stereo unspecified) returned Redox H2O2 prof -0.9, TNAP inh hi DEA 3, TNAP inh noacc -2, L major viab -4, Efa HMGR inh -1, PMI act hi M6P 1, S1P3 antagonist -35, RAM network inh 0.0, Hsp70 activator -0.2 and PMI activator 1.1.
Screening CCN1CCN(c2cc(C)c3cc(NC(=O)Cc4ccccc4OC)ccc3n2)CC1 returned Redox H2O2 prof -4.1, TNAP inh hi DEA 0, TNAP inh noacc -13, L major viab 12, Efa HMGR inh -5, PMI act hi M6P 0.9, RAM network inh 1.5, Hsp70 activator -0.1 and PMI activator 0.9.
For CCOC(=O)C1(CCCc2ccccc2)CCN(C(=O)[C@@H]2C[C@@H](C)NC(=S)N2)CC1 the results were Redox H2O2 prof -1.8, TNAP inh hi DEA -6, TNAP inh noacc 2, L major viab 1, Efa HMGR inh -3, PMI act hi M6P 1.1, S1P3 antagonist -19, RAM network inh 0.6, Hsp70 activator -0.2 and PMI activator 1.
Cc1cc(C)cc(NC(=S)NCc2cccnc2)c1 was read as Redox H2O2 prof 0.1, TNAP inh hi DEA 3, TNAP inh noacc -2, L major viab 3, Efa HMGR inh -2, PMI act hi M6P 1.1, S1P3 antagonist 4, RAM network inh 0.9, Hsp70 activator 0.0 and PMI activator 1.1.
Screening O=C(COc1ccccc1Cl)NC(=S)Nc1cccc(NC(=O)c2ccccc2Cl)c1 returned Redox H2O2 prof -3.2, TNAP inh hi DEA -8, TNAP inh noacc -3, L major viab -2, Efa HMGR inh -3, PMI act hi M6P 0.9, RAM network inh 3.9, Hsp70 activator -0.3 and PMI activator 0.9.
`COc1ccc(CCNC(=O)c2ccc3c(=O)n(Cc4ccco4)c(=S)[nH]c3c2)cc1OC` gave Redox H2O2 prof 1.1, TNAP inh hi DEA 1, TNAP inh noacc -8, L major viab -5, Efa HMGR inh -2, PMI act hi M6P 1.3, S1P3 antagonist -22, RAM network inh 3.0, Hsp70 activator -0.3 and PMI activator 0.9.
CC(C)NC(=O)NS(=O)(=O)c1cnccc1N1CCCCC1 was read as Redox H2O2 prof -0.6, TNAP inh hi DEA -2, TNAP inh noacc -7, L major viab -9, Efa HMGR inh -1, PMI act hi M6P 1.1, RAM network inh 1.1, Hsp70 activator -0.1 and PMI activator 1.1.
Cc1c(Cl)c([N+](=O)[O-])nn1CCCC(=O)NCCc1ccccc1 was read as Redox H2O2 prof -0.7, TNAP inh hi DEA -6, TNAP inh noacc -14, L major viab 0, Efa HMGR inh -1, PMI act hi M6P 1.1, S1P3 antagonist 0, RAM network inh 2.0, Hsp70 activator 0.0 and PMI activator 1.
For COC(=O)c1ccccc1NC(=O)NCCc1ccccc1OC the results were Redox H2O2 prof -0.3, TNAP inh hi DEA -5, TNAP inh noacc -17, L major viab 5, Efa HMGR inh 0, PMI act hi M6P 1, S1P3 antagonist -28, RAM network inh 1.1, Hsp70 activator 0.1 and PMI activator 1.
COc1cc(C2C3=C(CC(c4ccco4)CC3=O)Nc3ccccc3N2C(C)=O)cc(OC)c1OC (stereo unspecified) was read as Redox H2O2 prof -0.1, TNAP inh hi DEA 0, TNAP inh noacc -10, L major viab 0, Efa HMGR inh -2, PMI act hi M6P 0.7, S1P3 antagonist -27, RAM network inh 0.9, Hsp70 activator -0.3 and PMI activator 1.
CCCCNc1oc(-c2ccc(OC)cc2)nc1S(=O)(=O)c1ccccc1 was read as Redox H2O2 prof -1.1, TNAP inh hi DEA -7, TNAP inh noacc -11, L major viab 2, Efa HMGR inh 1, PMI act hi M6P 1.4, RAM network inh 7.8, Hsp70 activator -0.3 and PMI activator 1.1.
For O=C(O)c1cnc(-c2ccccc2)nc1Oc1ccccc1 the results were Redox H2O2 prof -1.1, TNAP inh hi DEA -7, TNAP inh noacc -10, L major viab -9, Efa HMGR inh 0, PMI act hi M6P 1.1, S1P3 antagonist -9, RAM network inh 6.5, Hsp70 activator -0.2 and PMI activator 1.1.
CC1=C(C(=O)OCC2CCCO2)C(c2ccc(F)cc2)NC(=O)N1 (stereo unspecified) was read as Redox H2O2 prof -0.1, TNAP inh hi DEA 0, TNAP inh noacc -5, L major viab -8, Efa HMGR inh -1, PMI act hi M6P 1, S1P3 antagonist -9, RAM network inh 3.1, Hsp70 activator -0.1 and PMI activator 1.
`CCOc1cc(S(=O)(=O)N2CCOCC2)ccc1F` gave Redox H2O2 prof 0.7, TNAP inh hi DEA -5, TNAP inh noacc -12, L major viab -7, Efa HMGR inh 1, PMI act hi M6P 0.9, S1P3 antagonist 12, RAM network inh 2.3, Hsp70 activator -0.2 and PMI activator 0.9.
For CCOC(=O)N1CCN(C(=O)CSc2ccc3nnc(-c4ccncc4)n3n2)CC1 the results were Redox H2O2 prof -1.0, TNAP inh hi DEA -3, TNAP inh noacc -11, L major viab 5, Efa HMGR inh 6, PMI act hi M6P 0.9, S1P3 antagonist -16, RAM network inh 1.9, Hsp70 activator 0.2 and PMI activator 0.9.
Screening COc1ccc(S(=O)(=O)N(c2onc(C)c2Cl)S(=O)(=O)c2ccc(OC)cc2)cc1 returned Redox H2O2 prof 1.6, TNAP inh hi DEA -4, TNAP inh noacc 1, L major viab -7, Efa HMGR inh -6, PMI act hi M6P 0.9, RAM network inh 2.1, Hsp70 activator -0.3 and PMI activator 0.8.
`CCn1cc(/C=N/NC(=O)c2ccc3c(c2)OCO3)cn1` gave Redox H2O2 prof 7.4, TNAP inh hi DEA -4, TNAP inh noacc -7, L major viab -6, Efa HMGR inh 1, PMI act hi M6P 1.1, S1P3 antagonist 3, RAM network inh 1.1, Hsp70 activator -0.2 and PMI activator 1.
O=C(CCS(=O)(=O)c1ccccc1)Nc1ccccc1N1CCOCC1 was read as Redox H2O2 prof -0.3, TNAP inh hi DEA -5, TNAP inh noacc -14, L major viab -2, Efa HMGR inh -4, PMI act hi M6P 1, S1P3 antagonist -5, RAM network inh 1.2, Hsp70 activator -0.3 and PMI activator 1.1.
